Compound activity from PubChem.
A3A deaminase: inhibitors of human APOBEC3A DNA deaminase. recombinant A3A, FAM/TAMRA ssDNA deamination fluorescence. inhibition, % at 20 µM. actives 0.41% (n = 330,000). AID 493011;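 active means at least 40% inhibition at 20 µM here, with at most 30% in a related deaminase screen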;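 further: plate controls were A3A with DMSO for no effect and wells lacking A3A enzyme for full effect; some results filed as inactive read as strong as hits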
Target sequence (P31941 whole entry, looked up): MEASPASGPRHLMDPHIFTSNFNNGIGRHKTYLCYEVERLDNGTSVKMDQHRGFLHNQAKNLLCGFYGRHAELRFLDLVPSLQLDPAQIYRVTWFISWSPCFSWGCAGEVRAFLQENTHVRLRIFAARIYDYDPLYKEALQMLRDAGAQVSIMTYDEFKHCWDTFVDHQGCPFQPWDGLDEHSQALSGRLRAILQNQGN
hIAP act: human IAP activation; activation factor at 10 µM; AID 2524; purified human IAP, CDP-Star luminescence, 30 min; stronger effect = higher value; 1 = vehicle-only enzyme, 0 = enzyme-free background; actives 0.16% (n = 330,000);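 active means activation factor of the enzyme at least 2-fold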; further: the source names both 10 and 20 µM as test concentration; values of inactives mirror those of a sister screen read the other way
Target sequence (P09923 whole entry, looked up): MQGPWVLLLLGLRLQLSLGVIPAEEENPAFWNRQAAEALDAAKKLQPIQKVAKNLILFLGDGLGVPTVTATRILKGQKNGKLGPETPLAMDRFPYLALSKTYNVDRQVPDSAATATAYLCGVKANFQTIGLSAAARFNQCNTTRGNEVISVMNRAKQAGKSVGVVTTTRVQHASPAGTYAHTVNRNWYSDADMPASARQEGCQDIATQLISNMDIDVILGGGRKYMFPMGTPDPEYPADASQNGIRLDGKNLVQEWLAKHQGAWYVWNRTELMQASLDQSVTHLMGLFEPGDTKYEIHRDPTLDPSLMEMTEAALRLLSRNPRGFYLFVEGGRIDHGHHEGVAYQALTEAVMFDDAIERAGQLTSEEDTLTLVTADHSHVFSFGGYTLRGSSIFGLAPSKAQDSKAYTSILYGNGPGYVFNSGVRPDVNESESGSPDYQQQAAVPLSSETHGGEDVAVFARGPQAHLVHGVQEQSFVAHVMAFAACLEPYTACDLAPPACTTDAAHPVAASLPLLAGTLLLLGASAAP
SENP1 inh: inhibitors of human SENP1 SUMO protease catalytic domain; Q9P0U3; recombinant SENP1 catalytic domain, CyPet-SUMO1-YPet FRET cleavage; inhibition, % at 10 µM; actives 0.21% (n = 360,000); AID 624204;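 active means inhibition at least 30% at 10 µM, raw YFP signal under a set limit, fluorescence ratio 0.5 to 1.5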;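 further: 0% = enzyme with DMSO and 100% = no enzyme wells; some results filed as inactive read as strong as hits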
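material = recombinant human SENP1 catalytic domain, His6-tagged | quantity = 20 pM enzyme | reagent = 25 nM SUMO1 FRET substrate | compound dosing = 10 µM single point, 0.5% DMSO | timing = 50 min enzyme reaction, room temperature, light-protected | detection = FRET, CFP and YFP emission | control set = no-enzyme low, enzyme-DMSO high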
mIAP block: blocks mouse intestinal alkaline phosphatase. purified mouse IAP, CDP-Star luminescence, 30 min. actives 0.2% (n = 330,000). inhibition, % at 10 µM. AID 2806;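 active means inhibition of at least 40% at 10 µM in the primary screen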;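 further: plate controls were DMSO with enzyme for no effect and no enzyme wells for full effect; values of inactives mirror those of a sister screen read the other way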
mIAP activ: increases mouse intestinal alkaline phosphatase activity; muIAP, CDP-Star luminescence, 30 min; stronger effect = higher value; 1 = vehicle-only enzyme signal, 0 = enzyme-free wells; activation factor at 10 µM; actives 0.24% (n = 330,000);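 active means activation factor of at least 2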; further: the source names both 10 and 20 µM as test concentration; values of inactives mirror those of a sister screen read the other way
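Assay system: mouse IAP enzyme; reagent: chemiluminescent substrate CDP-Star; dosing: test compounds delivered from DMSO solution; schedule: 30 min at room temperature; measured by: luminescence from enzymatic CDP-Star hydrolysis; controls: DMSO-only wells and no-enzyme negative control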
hIAP inh: human IAP inhibition; P09923; purified IAP, CDP-Star luminescence, 30 min; inhibition, % at 10 µM; actives 0.12% (n = 330,000); AID 2544;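 active means inhibition reaching a set limit with compound at 10 µM in the primary screen, cut at about 35% in these data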;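 further: plate controls were DMSO wells with enzyme for no effect and no-enzyme buffer wells for full effect; values of inactives mirror those of a sister screen read the other way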
APOBEC3G inh: inhibitors of human APOBEC3G DNA deaminase | recombinant A3G, ssDNA deamination FAM/TAMRA fluorescence | Q9HC16 | actives 0.28% (n = 330,000) | inhibition, % at 20 µM;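 active means inhibition of at least 40% at 20 µM, with no more than 30% in the related APOBEC3A deaminase screen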;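 further: plate controls were DMSO wells with A3G for no effect and wells lacking A3G enzyme for full effect; some compounds called inactive have numbers as strong as hits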
Target sequence (Q9HC16 whole entry, looked up): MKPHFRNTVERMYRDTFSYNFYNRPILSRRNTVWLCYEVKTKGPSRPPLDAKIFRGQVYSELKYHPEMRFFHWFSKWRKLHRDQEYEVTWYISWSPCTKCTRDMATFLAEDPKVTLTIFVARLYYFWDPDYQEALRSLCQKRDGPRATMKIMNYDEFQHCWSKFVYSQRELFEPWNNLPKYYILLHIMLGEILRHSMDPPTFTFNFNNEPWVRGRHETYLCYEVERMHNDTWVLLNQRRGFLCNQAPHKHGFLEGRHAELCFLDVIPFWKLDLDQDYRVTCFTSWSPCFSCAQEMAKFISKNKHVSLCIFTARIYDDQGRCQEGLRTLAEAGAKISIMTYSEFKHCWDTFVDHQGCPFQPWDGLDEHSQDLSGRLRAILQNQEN
NLRP3 yeast inh: blocks the NALP3 inflammasome reconstituted in yeast. Yeast reconstituted NLRP3/ASC/caspase-1, beta-gal luminescence, 24 h. inhibition, % at 10 µM. actives 0.39% (n = 330,000). AID 2825;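 active means inhibition of 50% or more; inactive means inhibition below 50%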;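 further: plate controls were induced DMSO wells for no effect and uninduced yeast grown without galactose for full effect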
beta cell repl: MIN6 beta-cell proliferation induction; MIN6 cells proliferation, ATPlite luminescence, 48 h; cells starved in 0.2% serum; 100% = growth in 10% serum; proliferation, % at 10 µM; actives 0.29% (n = 330,000);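 active means compounds whose signal lies at least 3.5 SD above the mean of all wells on their plate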;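 further: 0% = DMSO-treated cells in low-serum medium and 100% = 10% serum control; some compounds called inactive have numbers as strong as hits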
Numbers without * were called inactive; . = no result given. Only part of the results is shown; rates above refer to the full screens.

SMILES	A3A deaminase	hIAP act	SENP1 inh	mIAP block	mIAP activ	hIAP inh	APOBEC3G inh	NLRP3 yeast inh	beta cell repl
Cc1cccc(NS(=O)(=O)c2ccc(NS(=O)(=O)c3cccs3)cc2)c1	-3	1.1	0	-3	1	-9	-10	12	-2
O=C(C1CCCN(Cc2ccccc2)C1)N1CCc2ccccc2C1 (stereo not given)	-4	0.88	3	2	0.98	12	-12	23	3
CCCCc1ccc(NC(=O)Cn2c(=O)c(N3CCCCC3)c(N)n(C)c2=O)cc1	-2	0.88	-10	-8	1.1	12	-6	13	-5
COc1ccc(/C=N/NC(=O)CC(=O)NCc2cccnc2)cc1	-1	1.1	-1	2	0.98	-7	-1	-1	0
O=C1c2ccccc2C(=O)N1CN(C(=O)COc1ccccc1)c1ccc(F)cc1	-6	1	2	-4	1	-5	-7	-10	-2
CCCCOC1CC(c2ccc(OCc3ccc(OC)cc3)c(OC)c2)N(C)O1 (stereo not given)	-1	1	4	5	0.95	-5	-2	17	-1
CC(C)CCSc1ncnc2c1oc1nc3c(cc12)COC(C)(C)C3	1	0.95	0	8	0.92	5	-3	1	-4
COc1cc2ccccc2cc1C(=O)Nc1ccc(N2CCOCC2)cc1	2	0.96	1	0	1	4	-6	21	4
COC(=O)c1ccc(-c2noc(CN(Cc3ccccn3)CC3CCCO3)n2)cc1 (stereo not given)	-6	1.2	-3	-6	1.1	-21	-8	-15	0
Cc1noc(C)c1COC(=O)c1cc(C)n(-c2ccccc2)c1C	2	0.94	0	-3	1	6	1	20	-5
CCOC(=O)c1ccccc1NC(=O)COC(=O)c1cc([N+](=O)[O-])ccc1N1CCOCC1	-1	1.1	0	9	0.91	-8	-7	17	-2
Cc1ccc(S(=O)(=O)N2CCCCC2)cc1NC(=O)COC(=O)c1ccc2c(c1)OCO2	0	1.2	0	-22	1.2	-23	-3	-1	1
COc1cc(OC)cc(C(=O)Nc2nnc(SCC(=O)NCC3CCCO3)s2)c1 (stereo not given)	0	0.98	-2	7	0.93	2	0	12	-5
COc1ccc(/C=C(\NC(=O)c2ccc(OC)cc2)C(=O)Nc2ccc(C(=O)O)cc2)cc1	-6	1.2	-1	0	1	-17	9	14	-4
CN1CCN(C(=O)C2=C[C@@H](c3coc4ccccc4c3=O)C[C@@H](OCc3ccc(CO)cc3)O2)CC1	0	1.1	-2	-6	1.1	-5	-3	13	5
C/C=C/c1ccc(OCCCCOc2ccccc2C(C)=O)c(OC)c1	0	0.88	2	10	0.9	12	-2	8	-6
CCn1c(/C=C/Nc2ccccc2)[n+](CC)c2cc(Cl)c(Cl)cc21	30	0.9	-72	8	0.92	10	7	8	-5
COc1cc(-c2nc(CN3CCN(c4ncccn4)CC3)c(C)o2)ccc1F	3	0.95	0	-3	1	5	1	26	0
CC1CCN(C(=O)CCN2C(=O)/C(=C/c3cccs3)SC2=S)CC1	-3	0.9	-3	8	0.92	10	-9	26	-3
Cn1ncc2c(NNC(=O)c3ccc(O)cc3)ncnc21	2	1.2	4	30	0.7	-19	-2	18	-1
COc1ccc(Br)c2oc(S)cc(=O)c12	-4	0.88	0	13	0.87	12	-7	6	-2
COc1ccc(NC(=O)CSc2nnc(-c3cccnc3)n2C)cc1	-1	0.94	3	-1	1	6	-6	12	0
Cc1cc(C)cc(OCC(=O)NC(C)c2ccccc2)c1 (stereo not given)	-2	1.1	2	-3	1	-10	-2	20	-4
Fc1ccc(Nc2ncnc3sc4c(c23)CCC4)cc1F	0	1.1	3	-9	1.1	-10	-6	9	-1
Cc1c(C(=O)N2CCCC2)c(S(=O)(=O)N2CCCCC2)c(C)n1C	-4	1.1	2	0	1	-10	-7	-6	-2
Continuation.
SMILES	A3A deaminase	hIAP act	SENP1 inh	mIAP block	mIAP activ	hIAP inh	APOBEC3G inh	NLRP3 yeast inh	beta cell repl
Nc1c(Cl)cc(-c2csc(N3CCCC3c3nc4cc(Cl)c(N5CCCCC5)cc4n3CCCO)n2)cc1Cl (stereo not given)	-3	1	1	4	0.96	-2	9	30	-7
CC(C)(C)OC(=O)N1CCC(c2c(C(=O)NCC3CCN(C4CCCC4)C3)cnn2-c2ccccc2Cl)CC1 (stereo not given)	-2	1.3	-11	-6	1.1	-33	-2	13	-2
O=C(NCc1ccco1)C(c1ccccc1)N(CC1CCCO1)C(=O)Cn1nnc2ccccc21 (stereo not given)	-1	1.1	0	3	0.97	-10	-8	5	-1
COc1cccc(NS(=O)(=O)c2ccc3[nH]cc(C(=O)N(C)Cc4ccco4)c(=O)c3c2)c1	4	0.98	-20	9	0.91	2	4	0	-2
CCn1c(C)csc1=NC(=O)c1ccccc1	2	1.1	0	4	0.95	-14	1	53*	-2
NNC(=O)CSCc1nc(-c2ccc(Cl)cc2)cs1	2	0.99	1	-2	1	1	15	15	-3
CCOC(=O)c1ccc(NC(=O)COc2ccc(S(=O)(=O)NC(C)(C)C)cc2)cc1	-2	0.91	4	3	0.97	9	-4	4	0
CC(C)(C)OC(=O)NCc1ccc(NC(=O)c2nc[nH]c2C(=O)NCCCCCCNC(=O)c2[nH]cnc2C(=O)Nc2ccc(CNC(=O)OC(C)(C)C)cc2)cc1	-1	1.5	1	-2	1	-52	-2	3	-6
COc1ccc(CCNc2nc(C)c(C(C)=O)s2)cc1OC	-1	0.93	0	15	0.85	7	0	23	-5
C=CCn1c(SCC(=O)Nc2ccc(OC)cc2)nc2ccccc2c1=O	1	1.2	-1	10	0.9	-16	-6	13	-1
Cc1cc(O)c(C=Nc2ccc(N3CCOCC3)cc2)c(C)c1Cl	-6	1.1	98	-2	1	-11	-4	13	-2
CC(c1ccccc1)n1c(NCCCn2ccnc2)nc2c1c(=O)[nH]c(=O)n2C (stereo not given)	-3	0.97	.	-6	1.1	3	-3	19	0
O=c1c(O[C@@H]2O[C@H](CO)[C@@H](O)[C@H](O)[C@H]2O)c(-c2ccc(O)cc2)oc2cc(O)cc(O)c12	7	0.93	-2	3	0.97	7	-4	20	0
Cc1ccnc(NC(=O)c2ccc3c(c2)OCO3)c1	2	1.1	2	-6	1.1	-6	-5	14	-5
COc1ccc(CCNc2c(C)c(C)nc3ncnn23)cc1	-2	1.1	-1	4	0.96	-7	-2	11	-6
COc1ccc(S(=O)(=O)N2CCC(C(=O)N[C@@H](C)C(=O)NCc3cccc(OC)c3)CC2)cc1	-5	1	0	-2	1	0	-8	-1	3
Nc1cc(=O)nc(SCC(=O)N2CCN(c3ccccc3)CC2)n1-c1ccccc1	-2	1.1	0	1	0.99	-14	-4	-4	-3
CC(C)CCN1CC(O)=C(c2nc(-c3ccc(Cl)cc3)cs2)C1=N	-6	1.1	-4	-20	1.2	-15	-7	21	-3
COc1cc(CN2CCN(Cc3ccc([N+](=O)[O-])cc3)CC2)c([N+](=O)[O-])cc1OC	-5	0.98	-1	12	0.88	2	-8	12	0
Cc1ccc(S(=O)(=O)N2CCOCC2)cc1C(=O)N1CCCC1	-2	1	0	-2	1	0	-8	15	0
COC(=O)c1cccc(N(C(=O)CNC(=O)c2cccs2)C(C(=O)NCC2CCCO2)c2ccc(OC)c(OC)c2)c1 (stereo not given)	-2	0.95	0	-2	1	5	-7	-2	0
CN1/C(=C\C=[N+](C)c2ccccc2)C(C)(C)c2ccccc21	56*	0.86	0	4	0.96	14	13	-2	-4
O=C(N/N=C/c1ccccn1)c1ccncc1	1	1.3	1	-2	1	-32	-5	10	-3
COc1cc2c(cc1OC)CN(C(=O)Cc1ccccc1)CC2	-7	0.99	4	-8	1.1	1	-5	5	1
Cc1c(C(=O)N(Cc2ccc(Cl)cc2)C2CCS(=O)(=O)C2)oc2ccccc12 (stereo not given)	1	0.92	2	8	0.92	8	-4	-10	0
(cont.)
SMILES	A3A deaminase	hIAP act	SENP1 inh	mIAP block	mIAP activ	hIAP inh	APOBEC3G inh	NLRP3 yeast inh	beta cell repl
Nc1nnnn1/N=C/c1cc(Cl)cc(Cl)c1OCc1ccc(Cl)cc1Cl	-1	1.6	53*	6	0.94	-56	-8	7	-4
COC(=O)c1ccc(Cn2nc(C)cc2C)cc1	-1	0.99	1	-6	1.1	0	-4	10	-1
COc1cccc(NC(=O)Nc2cc(Cl)ccc2C)c1	-3	0.84	1	-123	2.2*	16	-5	8	1
CC(C)(C)c1ccc(C(=O)NCCCNC(=O)c2ccco2)cc1	-3	1.1	-1	10	0.9	-11	-11	7	0
Cc1ccc(C(=O)N(Nc2nc3ccccc3s2)C(=O)c2ccc(C)cc2)cc1	-2	0.98	7	5	0.95	2	-9	4	5
O=C(Cc1ccc(Br)cc1)N1CCCC1	-3	0.97	2	6	0.94	3	-9	20	0
COc1ccc(S(=O)(=O)N/N=C(/C)c2ccc(Cl)cc2)cc1	-3	0.94	3	-3	1	6	-4	28	-3
O=c1c2ccc(Cl)cc2nc(-c2ccc([N+](=O)[O-])cc2)n1O	1	1.3	0	3	0.97	-29	0	57*	-6
CCOC(=O)c1c(NC(=O)CN2C(=O)C(=O)N(C(C)C)C2=O)sc(C)c1CC	-1	1.1	-2	-2	1	-8	-7	14	-5
CCCCNCCOCCOc1ccc(Cl)cc1Br	-1	0.94	-2	-5	1	6	-3	25	-5
CCc1ccc(NC(=O)c2cc(-c3ccc4c(c3)OCO4)on2)cc1	0	1.1	3	13	0.87	-6	1	13	-1
COc1ccccc1NC(=S)NC1CCCCCC1	-3	1	-1	-10	1.1	0	-1	6	-2
Cn1c(=O)[nH]c(=O)c2c1nc(N)n2Cc1ccccc1	-4	1.1	2	11	0.89	-9	-7	4	-3
CCn1nc(C)c(/C=N\NC(=O)c2ccc3c(c2)OCO3)c1C	3	1.1	0	5	0.95	-7	0	6	-2
Nc1cccnc1Sc1ccc(Cl)cc1	-2	1.1	-1	-2	1	-12	-6	15	-3
CCc1ccc(Nc2cnn(-c3nc4ccccc4s3)c(=O)c2Cl)cc1	-2	0.93	1	7	0.93	7	-6	27	0
COc1cc(NC(=O)CSc2ncnc3sc4c(c23)CCC(C)C4)c(C(=O)O)cc1OC (stereo not given)	0	0.83	-4	14	0.85	17	0	7	-3
CC(C)CC1c2[nH]c3ccccc3c2CCN1C(=O)CCC(=O)N(C)C (stereo not given)	-5	1	-57	4	0.96	-2	-6	19	-2
CCSC1=C(C#N)C(c2ccccc2Cl)CC(=O)N1 (stereo not given)	-8	0.94	-1	-5	1.1	6	-8	1	-2

Whole records as entered above. Screens in order: A3A deaminase, hIAP act, SENP1 inh, mIAP block, mIAP activ, hIAP inh, APOBEC3G inh, NLRP3 yeast inh, beta cell repl
Record of `CCc1ccc(NC(=O)c2cc(-c3ccc4c(c3)OCO4)on2)cc1` = 0, 1.1, 3, 13, 0.87, -6, 1, 13, -1
Record of `CCn1nc(C)c(/C=N\NC(=O)c2ccc3c(c2)OCO3)c1C` = 3, 1.1, 0, 5, 0.95, -7, 0, 6, -2
Record of `COc1ccc(S(=O)(=O)N/N=C(/C)c2ccc(Cl)cc2)cc1` = -3, 0.94, 3, -3, 1, 6, -4, 28, -3
Record of `Nc1nnnn1/N=C/c1cc(Cl)cc(Cl)c1OCc1ccc(Cl)cc1Cl` = -1, 1.6, 53*, 6, 0.94, -56, -8, 7, -4
